proKLK7 act – activators of human kallikrein-7 zymogen | P49862 | purified proKLK7, EDANS-DABCYL substrate fluorescence; 100% is mature enzyme control, 0% vehicle | activation, % at 7 µM | 370,000 tested, 0.9% active | AID 652039;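 active means activation above the mean of all tested compounds plus 3 SD, computed per campaign excluding outliers beyond control limits, cut at about 13% in these data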
Target sequence (P49862 whole entry, looked up): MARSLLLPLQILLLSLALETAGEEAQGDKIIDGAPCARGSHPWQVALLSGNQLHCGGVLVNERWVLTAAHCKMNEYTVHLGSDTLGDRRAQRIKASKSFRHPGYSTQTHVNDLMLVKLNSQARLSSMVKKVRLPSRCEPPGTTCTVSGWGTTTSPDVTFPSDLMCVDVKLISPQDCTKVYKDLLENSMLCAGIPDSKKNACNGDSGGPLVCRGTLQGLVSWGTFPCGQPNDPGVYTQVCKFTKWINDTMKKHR
UHRF1 MBD2 ctr – UHRF1 methyl-DNA binding inhibition; UHRF1 binding to methylated oligo, TR-FRET; 370,000 tested, 0.75% active; inhibition, % at 4.4 µM; AID 687016; in the data active means inhibition above about 21%;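 further: UHRF1 SRA domain binding a hemimethylated CpG hairpin DNA probe; 0% = median of test compound wells and 100% = reference inhibitor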
DDE Tn7 FP inh – inhibitors of Tn7 peptide binding to human fibrin DD(E) | 370,000 tested, 0.13% active | inhibition, % at 8.3 µM | AID 720508 | P02675 | FP displacement of FITC-Tn7 peptide from fibrin DD(E); 0% = median of compound wells per plate;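 active means inhibition above the mean of compounds falling within the control limits plus 3 SD of them, cut at about 14% in these data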;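 further: 0% = plate median of compound wells and 100% = 10 µM Aha-Tn7 peptide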
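Measure: % inhibition scaled between sample-field median and high-control FP; Test system: human fibrin DD(E); Quantity: 2 µM final DD(E) protein; Doses: one dose, 8.3 µM nominal; Schedule: compound with protein 10 min, then 3 h after probe, room temperature; Detection: fluorescence polarization; Medium: Tris buffer with calcium and detergent, pH 7.8.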
PLC-beta3 inh – inhibitors of human phospholipase C beta3. 370,000 tested, 0.18% active. Purified PLC-beta3, fluorogenic substrate, fluorescence. AID 720704. Q01970. inhibition, % at 12.2 µM; in the data active means inhibition above about 11%;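 further: 0% = median of compound wells on plate and 100% = full blocker control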
ASAP1 inh – ASAP1 ArfGAP inhibition; inhibition, % at 16.5 µM; 360,000 tested, 0.19% active; Q9ULH1; ASAP1-stimulated ARF1 GTP hydrolysis, GDP FP detection; AID 624377; in the data active means inhibition above about 25%;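 further: 0% = vehicle with enzyme and substrate and 100% = no enzyme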
MBD2 inh – blocks human MBD2 binding to methylated DNA; Q9UBB5; TR-FRET, MBD2 binding to methylated oligonucleotide; inhibition, % at 4.4 µM; 370,000 tested, 0.31% active; AID 686964; in the data active means inhibition above about 13%
DDE Tn6 FP inh – inhibitors of Tn6 peptide binding to human fibrin DD(E) | Fibrin DD(E) TRITC-Tn6 fluorescence polarization displacement | P02675 | inhibition, % at 8.3 µM | AID 720509 | 370,000 tested, 0.21% active;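 active means inhibition above a per-campaign cutoff: mean of compounds within control limits plus 3 SD, cut at about 15% in these data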;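 further: 0% = median of all compound wells on the plate and 100% = blocking peptide control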
ADAM17 inh – inhibitors of human ADAM17; P78536; recombinant ADAM17, EDANS/DABCYL FRET peptide cleavage; inhibition, % at 6.95 µM; 370,000 tested, 0.83% active; AID 720648;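 active means inhibition above the mean of compounds lying between control limits plus 3 SD, set per campaign, cut at about 8.5% in these data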;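 further: 0% = DMSO-only wells as the low control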
Target sequence (P78536 215-824 limits assumed): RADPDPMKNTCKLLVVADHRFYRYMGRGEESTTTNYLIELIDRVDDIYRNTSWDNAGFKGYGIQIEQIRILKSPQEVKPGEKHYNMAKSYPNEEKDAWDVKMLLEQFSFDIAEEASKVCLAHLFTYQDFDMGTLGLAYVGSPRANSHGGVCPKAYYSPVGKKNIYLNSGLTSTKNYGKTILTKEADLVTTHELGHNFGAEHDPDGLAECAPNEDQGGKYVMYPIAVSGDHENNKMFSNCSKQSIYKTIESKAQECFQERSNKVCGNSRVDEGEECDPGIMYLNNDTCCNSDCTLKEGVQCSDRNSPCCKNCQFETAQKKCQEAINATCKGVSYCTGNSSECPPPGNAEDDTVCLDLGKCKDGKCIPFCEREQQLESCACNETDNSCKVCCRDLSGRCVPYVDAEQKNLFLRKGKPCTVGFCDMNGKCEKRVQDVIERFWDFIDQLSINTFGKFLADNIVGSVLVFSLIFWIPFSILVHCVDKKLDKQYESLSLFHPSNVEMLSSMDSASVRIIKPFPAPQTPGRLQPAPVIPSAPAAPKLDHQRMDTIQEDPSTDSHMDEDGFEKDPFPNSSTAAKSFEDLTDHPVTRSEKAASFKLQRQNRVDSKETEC
ARFGAP1 inh – inhibits rat ARF GTPase activating protein 1; inhibition, % at 16.5 µM; Q62848; 360,000 tested, 0.26% active; Arfgap1-stimulated ARF1 GTP hydrolysis, GDP FP detection;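 active means inhibition above a per-plate limit, mean inhibition of low control wells plus 3 SD, cut at about 25% in these data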;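 further: 0% = DMSO wells with enzyme and 100% = wells lacking Arfgap1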
Target sequence (Q62848 1-136 limits assumed): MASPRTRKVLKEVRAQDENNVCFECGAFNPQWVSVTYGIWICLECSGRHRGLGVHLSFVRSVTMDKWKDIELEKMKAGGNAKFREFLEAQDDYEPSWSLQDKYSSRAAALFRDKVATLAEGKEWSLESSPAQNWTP
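material = rat Arfgap1 catalytic domain, aa 1-136 | also added = human ARF1(Δ1-17)-GTP substrate | compound dosing = one concentration, 16.5 µM, DMSO 1.26% | times = GTP hydrolysis reaction 2 h at 25 °C | measured by = FP, GDP Alexa 633 tracer displaced from anti-GDP antibody, 620/688 nm | evaluation = percent inhibition of Arfgap1-stimulated GTP hydrolysis | replication = single well per compound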
PLC-gamma1 inh – inhibitors of human phospholipase C gamma1; P19174; purified PLC-gamma1, fluorogenic substrate, fluorescence; inhibition, % at 12.2 µM; 370,000 tested, 0.84% active; AID 720700; in the data active means inhibition above about 9.5%
An asterisk follows results filed as active; i = inactive; / = not tested or not shown; & = joins results of further samples. A portion of the library. The share of hits here may be higher or lower than overall.

No.	mol	proKLK7 act	UHRF1 MBD2 ctr	DDE Tn7 FP inh	PLC-beta3 inh	ASAP1 inh	MBD2 inh	DDE Tn6 FP inh	ADAM17 inh	ARFGAP1 inh	PLC-gamma1 inh
1	CSc1ccc(CNC(C)C(O)c2ccccc2)cc1 (configuration not stated)	0.3	-2	-2	-4	3	2	2	-5	-16	4
2	CC(C)Oc1cccc(C(=O)C2CCCN(C3CCOCC3)C2)c1 (configuration not stated)	1.4	-1	-5	-5	-8	-7	3	-4	-5	-7
3	Cc1nc2cc([N+](=O)[O-])ccc2c(=O)n1-c1ccc(Br)cc1	0.1	12	-5	-4	-3	9	1	-3	-14	-1
4	CN1CCN(c2nc(N(C)C)oc(=O)c2C#N)CC1	-0.6	0	2	3	-2	-1	0	2	-6	9
5	CCOP(=O)(OCC)C(Cc1ccccc1)NC(C)=O (configuration not stated)	-0.3	-1	-3	-5	-16	4	-2	-6	-12	-2
6	CCCCNC(=O)c1c(N)n(CCCOC)c2nc3ccccc3nc12	-31	4	3	i	-9	0	-2	-422	2	i
7	Cc1ccc2c(c1)N(CCC(=O)N1CCC3(CC1)OCCO3)C(=O)CO2	-0.1	2	9	-2	12	-3	7	-1	8	4
8	O=C(C(=O)N1CCC2(CC1)OCCO2)c1c[nH]c2ccccc12	-0.1	6	2	3	-1	3	3	-1	4	1
9	COc1ccc2c(c1O)[C@]13CCN(C)[C@H](C2)[C@@H]1CCC(=O)C3	0.3	-1	6	-5	-6	5	2	-3	-3	1
10	C=CCn1c(O)c(/C=N/NC(=O)c2ccncc2)c(=O)[nH]c1=O	-2.2	-4	-8	-28	-2	0	-2	-7	-4	-19
11	COCCOC(=O)c1c(C)n(C)c2ccc(OC(=O)N(C)C)cc12	-0.1	1	-5	3	-15	-6	-1	-6	-19	-1
12	CCC(=NCCOc1ccc(Cl)cc1)c1c(O)n(C)c(=O)n(C)c1=O	0.7	-1	0	1	4	0	1	0	1	0
13	O=C1NC(=O)C(CCc2ccncc2)(Cc2ccc(OCc3ccccc3)cc2)C(=O)N1	0.6	3	-4	-7	5	6	3	2	7	1
14	COc1ccc(-n2nnnc2C(c2ccccc2OC(F)(F)F)N2CCC(n3c(=O)[nH]c4ccccc43)CC2)cc1 (configuration not stated)	0.5	-3	6	0	3	2	-3	10*	0	4
15	COc1ccc(C(=O)CN2CCCCC2)cc1	-0.3	-2	0	-7	-4	-5	3	-10	-2	1
16	CCC1([N+](=O)[O-])COP(=O)(NCc2cccnc2)OC1 (configuration not stated)	-0.2	-1	0	2	0	-7	4	0	8	1
17	CCC1(C2=NCCN2)Cc2ccccc2O1 (configuration not stated)	-0.1	-1	-5	-2	-3	-1	2	-5	9	-2
18	Cc1nn(C2CCOC(C)(C)C2)c2c1C(c1ccc(OC(C)C)cc1)SCC(=O)N2 (configuration not stated)	-0.3	-2	-1	0	-5	-2	1	3	-13	2
19	CCN1CCN(c2ccc(N)cc2C)CC1	0.6	5	9	-11	5	4	7	-3	16	-9
20	CC1NCCC2(O)CCCCC12 (configuration not stated)	-0.3	5	1	0	6	8	-2	-6	16	4
21	Cc1c(C=O)c2ccccc2n1Cc1ccccc1	0.5	0	-4	-5	8	0	3	1	1	0
22	FC(F)(F)Oc1ccc(C2NCc3ccccc3-n3cccc32)cc1 (configuration not stated)	-0.3	0	2	2	3	-2	6	-1	-5	0
23	COC(=O)C1=C(c2cccc(C#N)c2)C[C@@H]2CC[C@H]1N2C(=O)N1CCCCC1	-0.3	-1	-6	4	-4	-7	4	5	-3	9
24	O=[N+]([O-])c1ccc(N2CCCNCC2)c2ncccc12	-0.1	-19	4	-6	9	-15	7	-2	-4	1
25	CCC(=Nc1cc(OC)ccc1OC)c1c(O)[nH]c(=O)[nH]c1=O	-1.0	-3	-4	-3	14	-9	-7	1	6	4
26	O=[N+]([O-])c1cccc(C2N3CCCN23)c1 (configuration not stated)	-0.6	-1	5	-1	-11	4	5	-2	14	0
27	CC(NC(=O)Oc1ccccc1)C(c1cccs1)N1CCOCC1 (configuration not stated)	-0.4	-2	0	1	0	0	8	-2	-1	1
28	Cc1cccc(C)c1NC(=O)CN(C)CC(=O)Nc1ccc(C#N)c(Cl)c1	0.0	-2	4	2	8	2	0	-2	-7	0
29	CN1C(=O)N(C)C(=O)C(CCc2ccccn2)(CCc2ccccn2)C1=O	0.1	-1	-9	3	-3	4	-4	-1	1	8
30	Cn1c(O)c(N=Nc2ccc(S(=O)(=O)N3CCOCC3)cc2)c(=O)n(C)c1=O	-0.3	2	8	2	-11	2	3	-2	3	0
31	CN(C)C(=O)Oc1ccc(Cl)c2ccccc12	0.1	6	0	6	14	-5	-2	3	-13	7
32	O=C(NC1CCCCC1)[C@@H]1CC=C[C@@H]2CCN(Cc3ccccc3)C(=O)[C@@H]21	-0.1	0	-4	2	1	-3	7	-3	2	4

Molecules above containing four or more nitrogen atoms:
No.	mol	proKLK7 act	UHRF1 MBD2 ctr	DDE Tn7 FP inh	PLC-beta3 inh	ASAP1 inh	MBD2 inh	DDE Tn6 FP inh	ADAM17 inh	ARFGAP1 inh	PLC-gamma1 inh
4	CN1CCN(c2nc(N(C)C)oc(=O)c2C#N)CC1	-0.6	0	2	3	-2	-1	0	2	-6	9
6	CCCCNC(=O)c1c(N)n(CCCOC)c2nc3ccccc3nc12	-31	4	3	i	-9	0	-2	-422	2	i
10	C=CCn1c(O)c(/C=N/NC(=O)c2ccncc2)c(=O)[nH]c1=O	-2.2	-4	-8	-28	-2	0	-2	-7	-4	-19
14	COc1ccc(-n2nnnc2C(c2ccccc2OC(F)(F)F)N2CCC(n3c(=O)[nH]c4ccccc43)CC2)cc1 (configuration not stated)	0.5	-3	6	0	3	2	-3	10*	0	4
24	O=[N+]([O-])c1ccc(N2CCCNCC2)c2ncccc12	-0.1	-19	4	-6	9	-15	7	-2	-4	1
28	Cc1cccc(C)c1NC(=O)CN(C)CC(=O)Nc1ccc(C#N)c(Cl)c1	0.0	-2	4	2	8	2	0	-2	-7	0
29	CN1C(=O)N(C)C(=O)C(CCc2ccccn2)(CCc2ccccn2)C1=O	0.1	-1	-9	3	-3	4	-4	-1	1	8
30	Cn1c(O)c(N=Nc2ccc(S(=O)(=O)N3CCOCC3)cc2)c(=O)n(C)c1=O	-0.3	2	8	2	-11	2	3	-2	3	0

Another view of part of the listing above.
#32 O=C(NC1CCCCC1)[C@@H]1CC=C[C@@H]2CCN(Cc3ccccc3)C(=O)[C@@H]21
#25 CCC(=Nc1cc(OC)ccc1OC)c1c(O)[nH]c(=O)[nH]c1=O
Screen / compound no.	32	25
proKLK7 act	-0.1	-1.0
UHRF1 MBD2 ctr	0	-3
DDE Tn7 FP inh	-4	-4
PLC-beta3 inh	2	-3
ASAP1 inh	1	14
MBD2 inh	-3	-9
DDE Tn6 FP inh	7	-7
ADAM17 inh	-3	1
ARFGAP1 inh	2	6
PLC-gamma1 inh	4	4

(more compounds)
No.	mol	proKLK7 act	UHRF1 MBD2 ctr	DDE Tn7 FP inh	PLC-beta3 inh	ASAP1 inh	MBD2 inh	DDE Tn6 FP inh	ADAM17 inh	ARFGAP1 inh	PLC-gamma1 inh
33	c1ccc2c(CCNC3=NCCC3)c[nH]c2c1	-0.2	-1	-1	1	0	-2	3	-4	-9	-2
34	CN1CSC(=S)N(C)C1	-0.2	0	-4	0	1	1	5	-3	8	-1
35	Cn1cc(C(=O)OCC(=O)Nc2ccccc2Cl)c2ccccc21	0.3	3	1	0	-14	2	-5	-4	1	0
36	O=C1CC(C(=O)N2CCC3(CC2)OCCO3)CN1CCc1ccccc1 (configuration not stated)	-0.8	4	-2	-1	9	4	2	-4	-1	0
37	O=C(CN1C(=O)[C@@H](Cc2c[nH]c3ccccc23)N=C(c2ccccc2)c2ccccc21)NC1CCCCC1	-0.1	-4	10	2	/	-4	2	8	/	-2
38	COc1ccc(C)cc1NC(=O)c1c(C)nn(Cc2ccccc2)c1Cl	0.1	0	-5	-3	7	0	-3	4	9	0
39	COC(=O)C1=C(c2ccc(F)cc2OCc2ccccc2)C[C@@H]2CC[C@H]1N2C(=O)NCc1ccc2[nH]ccc2c1	0.6	2	-2	2	-2	-1	-9	6	-4	5
40	COc1ccccc1N1CCN(Cc2c(F)cccc2Cl)CC1	0.5	6	7	0	14	7	-3	-2	-2	-3
41	Cc1cc(C)c2c(c1)-c1cc(C)nn1C(c1cccnc1)N2 (configuration not stated)	0.0	4	0	-11	-6	0	-1	-14	6	-5
42	C#CC(CC)(CC)NC(=O)Nc1ccc(OCC)cc1	0.7	8	6	3	1	0	0	-2	7	-2
43	NC(=S)c1cn(C2OC(CO)C(O)C2O)c2ncnc(N)c12 (configuration not stated)	0.4	2	3	2	-5	-1	0	-2	-12	2
44	CC[C@]12CC[C@H](O)CC1=CCC1C2CC[C@]2(C)C(=O)CCC12 (some centres not stated)	0.0	13	-2	1	4	5	11	-1	6	-1
45	COc1ccc(-c2nn(Cc3ccccc3)cc2C(=O)NC2CC2)cc1OC	0.5	0	0	-8	12	-1	5	-2	-1	4
46	COc1ccc(N2C(=O)NC(=O)/C(=C/c3ccc([N+](=O)[O-])s3)C2=O)cc1	-0.3	-1	-10	-12	-2	-5	-11	-5	-8	-7
47	Clc1ccc([C@H]2CC3CCC2N3)cn1 (some centres not stated)	0.3&0.4	6&2	5&-3	-5&2	-9&-3	2&1	2&6	0&2	4&7	0&4
48	CC1(C)C(C(=O)NCc2ccco2)C1(C)C	-0.1	3	-11	3	-1	-3	-5	1	-5	4
49	CCOc1cc(CNCCc2cccc(F)c2)ccc1OC	0.1	1	0	-2	-7	-1	1	2	9	-16
50	COc1ccccc1CCNC1C2CC3CC(C2)CC1C3 (configuration not stated)	-0.2	-2	5	3	-13	-5	0	-2	-3	2
51	Cc1cccc(NC2=NCCCS2)c1	-0.1	1	-2	3	-7	2	6	-4	-2	6
52	OC(Cn1c2ccccc2c2ccccc21)C[n+]1cccc2ccccc21 (configuration not stated)	-0.1	0	0	1	5	3	-5	-3	8	2

Bioassay records as filed in PubChem BioAssay.
